# Compound activity as filed in PubChem.
# hIAP inh: blocks human intestinal alkaline phosphatase; inhibition, % at 10 µM; P09923; purified IAP, CDP-Star luminescence, 30 min; 0.12% of 330,000 active;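 active = inhibition reaching a set limit with compound at 10 µM in the primary screen, cut at about 35% in these data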;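 note: plate controls were DMSO wells with enzyme for no effect and no-enzyme buffer wells for full effect; values of inactives mirror those of a sister screen read the other way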
# Target sequence (P09923 whole entry, looked up): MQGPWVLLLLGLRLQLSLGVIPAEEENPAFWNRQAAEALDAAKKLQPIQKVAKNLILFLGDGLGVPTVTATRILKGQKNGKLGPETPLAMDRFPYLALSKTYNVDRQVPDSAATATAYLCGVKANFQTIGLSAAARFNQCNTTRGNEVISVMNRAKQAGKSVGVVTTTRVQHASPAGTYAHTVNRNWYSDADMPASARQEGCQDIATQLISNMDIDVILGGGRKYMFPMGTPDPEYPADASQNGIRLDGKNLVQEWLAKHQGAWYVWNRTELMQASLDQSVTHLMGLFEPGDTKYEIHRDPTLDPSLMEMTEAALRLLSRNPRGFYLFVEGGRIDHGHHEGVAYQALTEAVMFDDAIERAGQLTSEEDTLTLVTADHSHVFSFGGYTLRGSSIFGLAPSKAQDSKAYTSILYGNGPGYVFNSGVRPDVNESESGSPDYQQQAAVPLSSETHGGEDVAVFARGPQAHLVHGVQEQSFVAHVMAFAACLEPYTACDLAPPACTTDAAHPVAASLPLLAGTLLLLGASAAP
# Apaf1 inhib: blocks human Apaf-1 apoptosome activity; O14727; reconstituted apoptosome caspase-3 activity, DEVD-Rh110 fluorescence; inhibition, % at 20 µM; 0.71% of 330,000 active; AID 489030; active = inhibition of at least 40% at 20 µM;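 note: plate controls were DMSO wells for no effect and DEVD-CHO caspase inhibitor wells for full effect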
#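 Material: biochemical Apaf-1 apoptosome reconstitution. Medium: Hepes buffer, pH 7.5. Also added: cytochrome c activation, bis-DEVD rhodamine 110 substrate. Timing: 30 min compound preincubation, 50 min activation, room temperature. Measured by: rhodamine 110 fluorescence at Ex 480/Em 540 nm.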
# ATG4B inhibitor: ATG4B (human) cysteine protease inhibition | Q9Y4P1 | ATG4B cleavage of LC3-PLA2, NBD-HPC fluorescence, 1 h | inhibition, % at 8.33 µM | 0.51% of 340,000 active; in the data active = inhibition above about 40%
# Target sequence (Q9Y4P1 whole entry, looked up): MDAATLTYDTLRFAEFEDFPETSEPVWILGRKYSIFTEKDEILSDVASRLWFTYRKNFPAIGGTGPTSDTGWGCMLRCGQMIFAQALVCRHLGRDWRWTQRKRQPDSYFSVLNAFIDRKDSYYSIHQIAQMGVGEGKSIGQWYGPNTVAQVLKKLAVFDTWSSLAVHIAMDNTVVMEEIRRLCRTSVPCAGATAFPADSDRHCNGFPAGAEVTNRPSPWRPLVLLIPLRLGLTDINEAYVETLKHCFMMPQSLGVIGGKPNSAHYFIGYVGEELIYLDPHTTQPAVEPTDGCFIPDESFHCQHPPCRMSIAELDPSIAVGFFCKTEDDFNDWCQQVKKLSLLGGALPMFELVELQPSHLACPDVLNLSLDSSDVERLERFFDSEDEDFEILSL
# mIAP inh: mouse IAP inhibition. inhibition, % at 10 µM. 0.2% of 330,000 active. purified mouse IAP, CDP-Star luminescence, 30 min;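 active = inhibition of at least 40% at 10 µM in the primary screen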;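 note: plate controls were DMSO with enzyme for no effect and no enzyme wells for full effect; values of inactives mirror those of a sister screen read the other way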
# NLRP3 yeast inh: blocks the NALP3 inflammasome reconstituted in yeast; Yeast reconstituted NLRP3/ASC/caspase-1, beta-gal luminescence, 24 h; inhibition, % at 10 µM; 0.39% of 330,000 active; AID 2825;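 active = inhibition of 50% or more; inactive = inhibition below 50%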;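 note: plate controls were induced DMSO wells for no effect and uninduced yeast grown without galactose for full effect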
# mIAP act: mouse IAP activation; muIAP, CDP-Star luminescence, 30 min; active compounds read high; 1 = vehicle-only enzyme signal, 0 = enzyme-free wells; activation factor at 10 µM; AID 2805; 0.24% of 330,000 active;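 active = activation factor of at least 2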; note: the source names both 10 and 20 µM as test concentration; values of inactives mirror those of a sister screen read the other way
#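 System: mouse IAP enzyme. Reagent: CDP-Star chemiluminescent phosphatase substrate. Benchmarks: DMSO wells, no-enzyme wells. Times: 30 min enzyme-substrate-compound incubation at room temperature. Detection: luminescence from enzymatic CDP-Star hydrolysis. Doses: test compounds delivered from DMSO solution.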
# hIAP act: increases human intestinal alkaline phosphatase activity; P09923; purified human IAP, CDP-Star luminescence, 30 min; active compounds read high; 1 = vehicle-only enzyme, 0 = enzyme-free background; 0.16% of 330,000 active; activation factor at 10 µM;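 active = activation factor of the enzyme at least 2-fold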; note: the source names both 10 and 20 µM as test concentration; values of inactives mirror those of a sister screen read the other way
# tim10-1 inh: growth inhibitors of tim10-1 mutant yeast | S. cerevisiae tim10-1 ts strain growth, BacTiter-Glo, 24 h | inhibition, % at 20 µM | 2.2% of 330,000 active;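 active = inhibition of at least 40%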;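 note: mutant grown at 25 °C; 0% = DMSO wells with yeast and 100% = wells holding no yeast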
# TIM10 inh: inhibits growth of TIM10 yeast strain; 1.4% of 330,000 active; AID 463195; S. cerevisiae TIM10 strain growth, BacTiter-Glo luminescence, 24 h; inhibition, % at 10 µM;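 active = inhibition of 40% or more at the single tested concentration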;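 note: wild-type TIM10 isogenic control strain grown at permissive 25 °C; 0% = DMSO yeast wells and 100% = minimal medium wells without yeast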
# An asterisk follows results filed as active.
SMILES,hIAP inh,Apaf1 inhib,ATG4B inhibitor,mIAP inh,NLRP3 yeast inh,mIAP act,hIAP act,tim10-1 inh,TIM10 inh
COc1cccc(-n2c(SCC(=O)N3c4ccccc4CC3C)nnc2-c2ccco2)c1 (centres undefined),13,26,4,6,15,0.94,0.87,17,28
CCCC(NS(=O)(=O)c1ccc(OC)cc1)C(=O)O (centres undefined),6,-7,-1,-4,5,1,0.94,12,-6
COC(=O)C1=C(C(=O)OC)C(c2ccccc2O)c2sc(=O)[nH]c2S1 (centres undefined),11,-8,-4,10,17,0.9,0.89,31,32
Cc1occc1C(=O)Nc1cc(=O)n(C)c(=O)n1C,17,-5,-13,6,19,0.94,0.83,6,-6
CC(C)CC(=O)NC(=S)Nc1ccc(S(=O)(=O)NC(C)(C)C)cc1,1,5,7,-4,-12,1,0.99,13,6
Cc1ccc(S(=O)(=O)NCCCNC(=O)N2CCOCC2)cc1,8,0,1,0,19,1,0.92,6,8
COc1cc(NC(=O)CC2NCCNC2=O)cc(OC)c1 (centres undefined),3,9,1,-6,-3,1.1,0.97,14,-7
O=C(CSc1nc2ccccc2c(=O)n1Cc1ccc(F)cc1)NCc1cccs1,-14,9,-4,1,13,0.99,1.1,26,11
Cc1nn(-c2ccccc2)cc1/C=N/NC(N)=S,8,-13,4,11,13,0.89,0.92,0,2
COc1ccc(-c2csc(NNC3=NCCCCC3)n2)cc1,5,25,-10,13,1,0.87,0.95,32,3
CC(C)c1nc(SCc2ccccn2)c2c(=O)n(C)c(=O)n(C)c2n1,-6,14,-2,-4,26,1,1.1,15,8
Cc1ccc(C(=O)Nc2ncccc2C)cc1S(=O)(=O)N1CCOCC1,7,-8,-8,5,-1,0.95,0.93,10,-3
O=C(O)C1CSC(c2ccncc2)N1 (centres undefined),6,-1,3,7,2,0.93,0.94,0,2
O=[N+]([O-])c1cc2c(c(CSc3nnnn3-c3ccc(O)cc3)c1)OCOC2,3,8,17,7,20,0.93,0.97,15,23
C=C(C)c1nc2cc(OC)c(OC)cc2c(=O)o1,-11,-2,-4,-6,34,1.1,1.1,7,-7
Cc1ccc(N(C(=O)c2ccco2)C(C(=O)NC2CCCC2)c2cccnc2)cc1 (centres undefined),6,2,-10,-5,17,1.1,0.94,-13,6
Cc1cc(C(=O)OCC(=O)N(C)c2ccccc2)c(C)o1,-10,-1,-4,-3,13,1,1.1,12,5
CC(=O)NC(O)C(=O)c1ccccc1 (centres undefined),10,0,-10,4,13,0.96,0.9,-1,-1
CCOC(=O)CSc1nc2c(c(=O)n(Cc3ccccc3Cl)c(=O)n2C)n1C,-1,10,-11,-9,3,1.1,1,48*,15
COc1cc(NC(=O)c2cccc(Cl)c2)c(OC)cc1NC(=O)CN1CCOCC1,1,13,-6,3,7,0.97,0.99,34,6
O=C(Oc1ccc(-c2nnco2)cc1)N1CCOCC1,6,21,0,-5,5,1,0.94,22,6
Cc1ccccc1NC(=O)/C=C/c1cccc(C(F)(F)F)c1,22,-1,22,5,37,0.95,0.79,21,33
COc1ccc(NC(=O)CN2C(=O)CSc3ccc(S(=O)(=O)N4CCCC4)cc32)cc1OC,-5,-7,-7,-4,-3,1,1.1,-2,-10
N#Cc1cc2cc3c(cc2nc1SCC(=O)N1CCCC1)OCCO3,22,8,-7,2,5,0.98,0.78,6,4
O=C(c1ccccc1NS(=O)(=O)c1ccc(F)cc1)N1CCOCC1,20,-10,-1,0,9,0.99,0.8,1,6
Cc1ccc(NC(=O)CN2C(=O)C3CC=CCC3C2=O)cc1S(=O)(=O)N1CCOCC1 (centres undefined),10,-9,-9,0,11,1,0.91,3,1
Cc1ccc(NC(=O)[C@@H]2CCCN2S(=O)(=O)c2ccc(Cl)cc2)cc1,0,6,-18,-3,25,1,0.99,-9,-9
CC(=O)Nc1ccc(NS(=O)(=O)C(F)(F)F)cc1,4,-8,1,-3,7,1,0.96,7,6
O=C(O)CCN1C(=O)c2ccc(NC(=O)C(c3ccccc3)c3ccccc3)cc2C1=O,8,-17,4,9,-3,0.91,0.92,1,-10
COc1ccc(CCNC(=O)CCn2c(=O)c3ccccc3n(CC(=O)NCC3CCCO3)c2=O)cc1OC (centres undefined),-12,-6,2,-8,-5,1.1,1.1,-2,-11
Cc1ccccc1CSc1nnc(CCCCCNC(=O)OC(C)(C)C)o1,8,20,14,-1,16,1,0.92,16,9
Cc1ccc(C2=NN(C(=O)CCCC(=O)O)C(c3ccc4c(c3)OCO4)C2)cc1 (centres undefined),-11,2,-6,-7,12,1.1,1.1,-8,2
COc1ccccc1-c1nnc(NC(=O)CCS(=O)(=O)c2ccccc2)o1,-31,-1,-3,4,3,0.96,1.3,11,7
CN(C)/C(CN1CCN(C=O)CC1)=C1\N=C(c2ccccc2)OC1=O,2,6,-5,-4,-11,1,0.98,0,-14
COc1cc(-c2nc3ccccn3c2/N=C/c2ccc(F)cc2)ccc1O,9,22,-12,10,15,0.9,0.91,38,20
Cc1ccc(Sc2c(C#N)c(-c3ccccc3)nn2C)cc1,20,0,0,12,17,0.88,0.8,20,22
O=C(NC1CCSc2ccccc21)c1cccc(Br)c1 (centres undefined),4,23,7,-6,29,1.1,0.96,-2,-1
COC(C/C=C\[C@H](O)COCc1ccccc1)OC,-6,-5,5,-2,2,1,1.1,7,9
COc1ccc(C(=O)NCc2ccc(N3CCN(C)CC3)cc2)cc1,-3,16,-1,-5,13,1.1,1,17,-13
CCOc1ncccc1C(=O)NCCc1ccc(Cl)cc1,-24,11,1,-4,2,1,1.2,-10,-28

# 2 entries from above, tab-delimited.
structure	hIAP inh	Apaf1 inhib	ATG4B inhibitor	mIAP inh	NLRP3 yeast inh	mIAP act	hIAP act	tim10-1 inh	TIM10 inh
CN(C)/C(CN1CCN(C=O)CC1)=C1\N=C(c2ccccc2)OC1=O	2	6	-5	-4	-11	1	0.98	0	-14
COc1cc(-c2nc3ccccn3c2/N=C/c2ccc(F)cc2)ccc1O	9	22	-12	10	15	0.9	0.91	38	20

# Continuation:
SMILES,hIAP inh,Apaf1 inhib,ATG4B inhibitor,mIAP inh,NLRP3 yeast inh,mIAP act,hIAP act,tim10-1 inh,TIM10 inh
COc1ccc(CCN=C(N)NS(=O)(=O)c2ccc(C)cc2)cc1OC,-13,-8,-1,1,4,0.99,1.1,9,8
CCOC(=O)CNC(=S)N(Cc1cccs1)C1CCCCC1,7,-5,-1,-9,2,1.1,0.93,19,4
O=C(C1CCCN(S(=O)(=O)c2ccc(F)cc2)C1)N1CCCCCC1 (centres undefined),15,1,-2,4,-11,0.95,0.85,22,19
COc1ccc(C2=NS(=O)(=O)N(C)C(C(=O)N3CCN(C)CC3)=C2)cc1,11,4,-13,1,15,0.99,0.89,-8,-7
COc1ccc(OC)c(-c2csc(NC(=O)CN3C(=O)C4CCCCC4C3=O)n2)c1 (centres undefined),-30,5,-6,4,8,0.96,1.3,16,7
N#Cc1c(NC(=O)CSc2nnnn2C2CCCCC2)sc2c1CCCC2,9,7,-13,14,2,0.86,0.91,2,-6
Cc1nc(/N=C(\N)N(C)C)[nH]c(=O)c1C,-7,3,3,-9,17,1.1,1.1,6,-9
CN(Cc1cnn(C)c1)Cc1nc(COc2ccccc2)no1,-24,10,-9,-4,3,1,1.2,-13,-4
CCC(C)c1ccccc1NC(=O)COC(=O)c1ccc2c(c1)S(=O)(=O)c1ccccc1C2=O (centres undefined),6,3,18,12,20,0.88,0.94,12,8
CC(CCOS(N)(=O)=O)c1ccccc1 (centres undefined),-33,5,-4,3,20,0.97,1.3,1,0
CC(C)c1ccc(N2C(=O)CC(NNC(=O)c3cccnc3)C2=O)cc1 (centres undefined),-6,-4,-4,7,5,0.93,1.1,8,16
Cc1ccc(NC(=O)/C(=C\c2ccco2)NC(=O)c2ccco2)cc1,-2,0,5,-4,8,1,1,-5,9
CC(=O)Nc1ccccc1N(C)S(=O)(=O)c1ccc(C)cc1,26,-3,0,7,-3,0.93,0.74,4,5
CCc1ccccc1NC(=O)CN1CCN(C(=O)CNC(=O)c2ccc(-c3ccccc3)cc2)CC1,7,13,-11,6,11,0.94,0.93,-3,7
C[C@H](CO)N1C[C@H](C)[C@@H](CN(C)S(=O)(=O)c2ccccc2)Oc2ccc(NC(=O)Cc3ccccc3)cc2C1=O,2,10,-6,-26,21,1.3,0.98,5,-2
O=C1NCCN/C1=C\C(=O)c1ccccc1,-18,-20,-7,7,-5,0.93,1.2,-4,0
NC(=O)Nn1c(CCC(=O)O)ccc1-c1ccc(F)cc1,6,3,-2,-6,7,1.1,0.94,9,-11
Cc1cc(=O)oc2c(C)c(OCC(=O)N3CCN(c4ccccc4)CC3)ccc12,-31,6,-14,4,15,0.96,1.3,30,2
CC[C@@H](C)[C@@H](C(=O)N1CCNCC1)n1cc(CCC(=O)O)nn1,7,-3,-4,2,-3,0.98,0.93,4,-2
COc1ccc(N2CCN(S(=O)(=O)c3ccc(C(=O)NC4CCCC4)cc3)CC2)cc1,2,2,-10,7,0,0.93,0.98,3,5
O=C(Nc1cccc(Cl)c1N1CCCC1)c1ccc(Br)o1,-24,28,56*,8,19,0.92,1.2,14,-43
CC(NC(=O)CN1C(=O)NC2(CCCC2)C1=O)c1ccc2ccccc2c1 (centres undefined),6,7,-4,-2,11,1,0.94,-8,9
CCOc1ccc(/C=C/C(=O)c2c(O)cc(C)oc2=O)cc1,-4,5,10,4,16,0.95,1,25,20
O=C(CSc1nc2ccc(NC(=O)c3ccccc3C(=O)O)cc2s1)Nc1c(Cl)cccc1Cl,-2,19,-11,2,19,0.98,1,11,10
CCCCCCCNC(=O)C1(CC2CC(c3ccc(Cl)cc3)=NO2)CCN(C(=O)C2(C)CC2)CC1 (centres undefined),-12,26,-13,-16,15,1.2,1.1,33,24
COc1ccccc1-c1nnc(SCC(=O)NCc2c(C)c(Cl)cc(C(C)C)c2O)o1,7,21,9,1,14,0.99,0.93,38,22
COC(=O)C1=C(C)N(C)C(C)=C(C(=O)OC)C1c1ccncc1,-6,-4,-2,1,4,0.99,1.1,13,7
O=C(Cn1cccc1)Nc1ccc(OC(F)(F)F)cc1,6,-15,0,4,15,0.96,0.94,15,1
Cc1ccccc1C(=O)NNC(=O)c1cccn1C,14,0,-1,-2,13,1,0.86,-9,5
C[C@]12C=CC(=O)C=C1CC[C@@H]1C2[C@@H](O)C[C@@]2(C)C1CC[C@]2(O)C(=O)COC(=O)CCC(=O)O (some centres undefined),-1,2,1,1,22,0.99,1,21,12
N#CCc1ccccc1C(=O)OCC(=O)N(Cc1ccccc1)Cc1ccccc1,-25,17,12,2,4,0.98,1.3,0,-14
C=CCn1c(SCC(=O)NC2CCCC2)nc2sc(C)cc2c1=O,-4,-3,-3,0,17,0.99,1,26,4
COc1ccc(N(CC(=O)Nc2ccc(F)c(F)c2)S(=O)(=O)c2c(C)[nH]c(=O)[nH]c2=O)cc1,-26,-7,-5,-6,20,1.1,1.3,-4,-7
COc1ccc(Cc2nnc(NC(=O)c3ccccc3F)s2)cc1,8,14,4,7,44,0.93,0.92,34,11

# Some of these compounds in order of the hIAP act value, ascending:
SMILES,hIAP inh,ATG4B inhibitor,mIAP inh,NLRP3 yeast inh,mIAP act,hIAP act,TIM10 inh
CCC(C)c1ccccc1NC(=O)COC(=O)c1ccc2c(c1)S(=O)(=O)c1ccccc1C2=O (centres undefined),6,18,12,20,0.88,0.94,8
COC(C/C=C\[C@H](O)COCc1ccccc1)OC,-6,5,-2,2,1,1.1,9
O=C1NCCN/C1=C\C(=O)c1ccccc1,-18,-7,7,-5,0.93,1.2,0
